Screens as filed in PubChem.
D1 PAM: Potentiators of Human D1 Dopamine Receptor: qHTS; D(1A) dopamine receptor (Homo sapiens), P21728; HEK293 TREx D1 cells, calcium flux, dopamine EC20 potentiation; potentiation, % at 10 µM; hit rate 0.036% among 360,000; in the data active means potentiation above about 30%; further: 0% is about no effect
Target sequence (P21728 whole entry, looked up): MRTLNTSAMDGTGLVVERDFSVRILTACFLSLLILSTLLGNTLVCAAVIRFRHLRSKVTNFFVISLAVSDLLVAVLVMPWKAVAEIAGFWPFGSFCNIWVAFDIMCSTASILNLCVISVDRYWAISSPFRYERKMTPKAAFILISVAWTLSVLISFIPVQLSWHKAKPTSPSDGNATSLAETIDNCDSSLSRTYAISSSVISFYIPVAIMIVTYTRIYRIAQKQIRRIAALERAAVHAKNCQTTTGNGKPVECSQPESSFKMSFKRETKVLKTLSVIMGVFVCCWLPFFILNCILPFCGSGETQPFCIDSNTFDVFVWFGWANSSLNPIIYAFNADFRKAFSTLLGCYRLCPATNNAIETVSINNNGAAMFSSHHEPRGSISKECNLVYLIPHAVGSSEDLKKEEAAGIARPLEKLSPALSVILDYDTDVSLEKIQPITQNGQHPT
D1 antagonist: Antagonist of Human D 1 Dopamine Receptor: qHTS; hit rate 3.2% among 360,000; D(1A) dopamine receptor (Homo sapiens), P21728; HEK293 TREx D1 cells, calcium flux, dopamine EC80; hits give low values; activity change, negative = inhibition, % at 10 µM; in the data active means activity change below about -30%; further: on the % scale 0 is the no-effect control and ±100 the full control effect
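After overnight tetracycline induction at 30 C, force-coupled D1 HEK293 cells took up a no-wash calcium dye at room temperature. Compounds were added and monitored 180 s, and the response to EC80 dopamine was then recorded.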
TRHR PAM: qHTS for Small Molecule Agonists and Allosteric Enhancers of Human TRH Receptor: Primary Screen for Enhancers. Thyrotropin-releasing hormone receptor (Homo sapiens), P34981. TRHR cells, fluo-8 calcium fluorescence, EC20 TRH enhancement. enhancement, % at 2 µM. hit rate 0.66% among 360,000. AID 493056, 2011; in the data active means enhancement above about 30%; further: 0% is about no effect
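Enhancer read-out: after compound pinning and an initial kinetic agonist-mode read, an EC20 of TRH (10 nM final) was injected and fluo-8 calcium signal (Ex 480/Em 530) followed at 1 s/cycle for 100 cycles in TRHR-expressing cells.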
D1 ag: Allosteric Agonists of the Human D1 Dopamine Receptor: qHTS; D(1A) dopamine receptor (Homo sapiens), P21728; activation, % at 2 µM; AID 504660, 2011; hit rate 1% among 360,000; HEK293 T-REx D1 cells, calcium flux, agonist mode; in the data active means activation above about 30%; further: 0% is about no effect
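Inducible HEK293 T-REx D1 cells, force-coupled to calcium signalling, were plated at 4000 cells/well with tetracycline and held overnight at 30 C. After no-wash calcium dye loading, compound-evoked calcium rise over 180 s flagged agonists.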
D2 PAM: HTS Assay for Positive Allosteric Modulators of the Human D2 Dopamine Receptor: Primary Screen for Potentiators; HEK293 T-REx D2, calcium flux, EC20 dopamine potentiation; potentiation, % at 10 µM; hit rate 0.34% among 340,000; AID 485347, 2010;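 active means potentiation over 3 SD above the plate norm, cut at about 30% in these data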; further: 0% is about no effect
Target sequence (P14416 whole entry, looked up): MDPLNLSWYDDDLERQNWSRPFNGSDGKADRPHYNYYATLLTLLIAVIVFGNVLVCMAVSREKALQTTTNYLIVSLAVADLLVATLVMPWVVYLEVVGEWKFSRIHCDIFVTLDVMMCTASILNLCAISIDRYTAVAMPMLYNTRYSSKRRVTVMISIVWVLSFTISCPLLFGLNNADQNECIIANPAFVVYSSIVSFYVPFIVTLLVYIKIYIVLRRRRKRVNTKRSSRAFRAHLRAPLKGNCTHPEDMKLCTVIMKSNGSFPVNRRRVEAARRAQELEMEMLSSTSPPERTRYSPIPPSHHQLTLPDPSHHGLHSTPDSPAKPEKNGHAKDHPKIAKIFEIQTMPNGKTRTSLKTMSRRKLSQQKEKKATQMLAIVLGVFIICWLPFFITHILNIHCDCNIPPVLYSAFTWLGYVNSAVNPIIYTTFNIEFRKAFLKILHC
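Potentiation of an EC20 dopamine calcium response measured kinetically over 180 s, after a preceding 180 s compound-only read flagging agonists. Cells: inducible Hek293 Trex D2 line, 4000/well, cultured overnight at 30 C before dye loading.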
TRHR agonist: qHTS for Small Molecule Agonists and Allosteric Enhancers of Human TRH Receptor: Primary Screen for Agonists. Thyrotropin-releasing hormone receptor (Homo sapiens), P34981. TRHR cells, calcium flux fluo-8, FDSS agonist mode. activation, % at 2 µM. hit rate 0.18% among 360,000. AID 493084, 2011; in the data active means activation above about 30%; further: 0% is about no effect
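Read-out: compound-evoked intracellular calcium rise in TRHR cells, fluo-8 dye, kinetic FDSS fluorescence at 1 s/cycle following a 10-cycle baseline. Cells cultured overnight before dye loading (30 min–1.5 h, RT).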
RXFP1 ag: qHTS Assay for Agonists of the Relaxin Receptor RXFP1. Relaxin receptor 1 (Homo sapiens), Q9HBX9. HEK293T-RXFP1 cAMP TR-FRET, 30 min; response scale: percent of porcine relaxin response, buffer zero. Potency, µM (highest dose often 57.5 µM), for inactives: top-dose activation, actives largely listed as activators. hit rate 0.3% among 370,000. AID 2676, 2010; further: potency means the concentration at half of the fitted maximal effect; on the % scale 0 is the no-effect control and ±100 the full control effect; nearly all actives have a fitted effect of over 60% in size; many of its hits are not listed in these tables
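Agonist response is measured as cAMP accumulation in an RXFP1-transfected HEK293T line under PDE4 inhibition. Values are scaled between buffer-only and 29 nM porcine relaxin, and EC50s come from standard Hill equation fits.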
RXFP1 antagonist: qHTS Assay for Antagonists of the Relaxin Receptor RXFP1; Relaxin receptor 1 (Homo sapiens), Q9HBX9; HEK293-RXFP1, relaxin-stimulated cAMP HTRF, 30 min; hits give low values; activity change, negative = inhibition, % at 57.5 µM; hit rate 0.59% among 350,000; AID 1259400, 2018;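 active means activity change of -60% or lower, but not beyond a set lower limit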; further: on the % scale 0 is the no-effect control and ±100 the full control effect
Apoferritin bind: qHTS Assay for Identification of Novel General Anesthetics; Ferritin light chain (Equus caballus), P02791; apoferritin/1-aminoanthracene competitive binding, fluorescence; Potency, µM (doses to about 77.5 µM), for the others: at the top dose activity change, negative = displacement, actives largely listed as inhibitors; hit rate 0.074% among 350,000; further: potency means the concentration at half of the fitted maximal effect; on the % scale 0 is the no-effect control and ±100 the full control effect; nearly all actives have a fitted effect of over 20% in size
Target sequence (P02791 2-175 limits assumed): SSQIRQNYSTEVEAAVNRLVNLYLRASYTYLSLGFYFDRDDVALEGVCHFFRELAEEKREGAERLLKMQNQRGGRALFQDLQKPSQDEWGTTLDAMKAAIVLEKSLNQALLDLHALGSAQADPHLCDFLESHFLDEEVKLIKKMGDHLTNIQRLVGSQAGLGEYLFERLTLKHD
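Concentration-response curves derived by four-parameter Hill fitting of normalized fluorescence, where compounds displaced 1-AMA from 10 uM horse apoferritin following a brief 10 min room-temperature incubation; propofol titration acted as positive control.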
Active calls of the source: *; nt = not tested or not shown; & = joins results of further samples; [ ] = dose if it differs, or a comment. Unless noted, the call rests on the fitted dose curve; in most records, active means well fitted curve in the direction sought with a large enough effect; inconclusive means small, poorly fitted or top-dose-only effect, or another doubt; inactive means no such curve, though single readings can be large; an effect the other way counts as inactive or inconclusive. This is a subset, so the mix of outcomes need not match the whole.

Every second line gives: D1 PAM | D1 antagonist | TRHR PAM | D1 ag | D2 PAM | TRHR agonist | RXFP1 ag | RXFP1 antagonist | Apoferritin bind
- CCN(CC)c1ccc(/C=N/N2CCN(Cc3ccc(C)cc3)CC2)c(O)c1
    1 | 1 | -8 | 1 | 6 | 0.6 | 1.9% | -1 | -9%
- COc1ccc(C(=O)C(C)[n+]2ccc(C)c3ccccc32)cc1[N+](=O)[O-] (centres undefined)
    -7 | -25 | -2 | 52* | -13 | 8.3 | -3.6% | 3 | -14%
- O=C(COC(=O)C1COc2ccccc2O1)Nc1cccc(Cl)c1 (centres undefined)
    nt | -14 | 5 | 4 | -8 | -0.2 | 0.4% | -8 | nt
- CCCN1CCC(=NNc2ccc(C(=O)O)cc2)CC1
    -3 | 9 | 1 | 1 | -6 | 0.2 | 1.2% | -7 | 0%
- CCN1C(=NCCc2ccccn2)N[C@@H](c2cccc(C(F)(F)F)c2)C(C(=O)OC)=C1C
    -3 | -1 | -11 | 10 | nt | 0.7 | -2.8% | nt | -15%
- CCCN(CCC)c1ccc(/C=N/NC(=O)CN2CCOCC2)cc1
    1 | -7 | 2 | 0 | -7 | -0.5 | 0.0% | -2 | 6%
- Cn1nnnc1SCC(=O)Nc1c(Cl)cccc1Cl
    -15 | 7 | -4 | 3 | 12 | -0.3 | 2.1% | 4 | -10%
- CCN(CC)CC(O)Cn1c(-c2cccc(Cl)c2)nc2cc(C)c(C)cc21 (centres undefined)
    1 | 11 | 1 | 0 | 2 | 0.4 | 6.3% | nt | -1%
- CC1=NN(C(=O)c2c(Br)cnn2C)C(O)(C(F)(F)F)C1 (centres undefined)
    1 | -4 | 1 | 3 | 12 | -0.5 | -0.5% | 2 | -3%
- Cc1cc(C)c(S(=O)(=O)c2ccccc2C)c(OCCN(C)C)n1
    -1 | -3 | 0 | 3 | nt | 0.4 | 0.0% | 15 | 8%
- CCOC(=O)Cn1cnc2c(nnn2-c2ccc(OC)cc2)c1=O
    -5 | 6 | -9 | 1 | -5 | 0.7 | -1.0% | -2 | -7%
- CN(C)c1nc(=S)nc(NCc2ccccc2)[nH]1
    1 | -1 | 9 | 1 | 0 | -0.1 | 1.0% | 0 | -21%
- COc1cc(Cl)c(C)cc1NC(=O)c1ccc2c(Cl)c3c(nc2c1)CCC3
    -1 | -6 | -8 | 3 | -6 | 0.3 | 4.7% | nt | 1%
- O=C(C1CCC(Cn2c(=O)c3sccc3n(Cc3ccccc3F)c2=O)CC1)N1CCCCC1 (centres undefined)
    -3 | 5 | 8 | 2 | 3 | -0.4 | 1.6% | -9 | 38%[activator]
- Cc1ccc(/C=C2/SC(=S)N(CC(=O)Nc3ncc(Cc4ccc(C)cc4)s3)C2=O)cc1
    -7 | -1 | 11 | 1 | 12 | -0.1 | 2.5% | -6 | -7%
- CSc1nsc(SCC(=O)Nc2ccc(NC(C)=O)cc2)n1
    -4 | -11 | 1 | 0 | -4 | 0.5 | -0.8% | -5 | -9%
- COc1cccc(C2c3[nH]c4ccccc4c3CCN2Cc2cnn(C)c2)c1 (centres undefined)
    -2 | -22 | 61* | 2 | -8 | 0.2 | 0.2% | -2 | 40%[activator]
- CCOC(=O)CCc1c(C)nc(-n2[nH]c(C)c(CCO)c2=O)[nH]c1=O
    -3 | -10 | 2 | 4 | -3 | 0.5 | -3.3% | -7 | -4%
- Cc1ccccc1COC[C@H](CC(C)C)N1CCN(C(=O)c2cccc(C(F)(F)F)c2)CCC1=O
    1 | 5 | 2 | -2 | 0 | -0.1 | 1.3% | nt | -19%
- Cc1ccc(NC(=O)C(C)Sc2nc3nc(C)cc(C)n3n2)cc1 (centres undefined)
    -4 | 1 | 0 | 1 | -3 | 0.1 | 0.1% | 2 | nt
- C=CCc1cccc(/C=N/NC(=O)C[n+]2ccccc2)c1O
    1 | -1 | 4 | 0 | -20 | 0.7 | 0.1% | 8 | 5%
- COc1ccc(CNC(=O)CSc2cc(=O)n(C)c3ccccc23)cc1
    -1 | 15 | -5 | 1 | -12 | -0.6 | 9.6% | 12 | -8%
- Cc1ccc(N(C(=O)c2csnn2)C(C(=O)NC2CCCCC2)c2ccco2)cc1 (centres undefined)
    -5 | -9 | -12 | 3 | 10 | 0.9 | 5.0% | -19 | -5%
- CCOc1ccccc1NC(=O)NC1CC2CCCC(C1)N2Cc1nnnn1CCc1ccccc1 (centres undefined)
    7 | 10 | -1 | 3 | 8 | 61* | -0.6% | -5 | 6%
- CCN(CC)S(=O)(=O)c1ccc(NC(=O)C2CCCN(C(=O)c3ccc(Cl)cc3)C2)cc1 (centres undefined)
    5 | 12 | -2 | 1 | 9 | 0.3 | -0.2% | -10 | -6%
- CN(C(=O)c1ccc(Br)o1)C1CCCCC1
    2 | 24 | 1 | 2 | 25 | -1.1 | -0.2% | 6 | -12%
- COc1cc2c(cc1OC)C(C(=O)NCC1COc3ccccc3O1)C(c1cccnc1)N(C)C2=O (centres undefined)
    -5 | -19 | 3 | 1 | 3 | -1.5 | 1.4% | 6 | 0%
- Cc1cc(CN2CCCC(C(=O)Nc3ccc(-c4nc5ccccc5[nH]4)cc3)C2)n[nH]1 (centres undefined)
    -5 | -14 | 1 | -1 | 5 | 0.4 | 1.9% | -4 | -11%
- CCOc1ccc(/C=C/C(=O)Nc2sc3c(c2C(=O)OC)CCCC3)cc1
    -2 | 7 | 7 | 2 | 3 | 0.6 | 4.5% | nt | 32%[activator]
- Cc1cc(Cl)cc2c1NC(=O)[C@]21[C@@H]2C(=O)N(Cc3ccccc3)C(=O)[C@@H]2[C@@H]2CCCN21
    9&-4 | 15&-16 | -12&-1 | 9&0 | 2&24 | 3.5&0.6 | 1.0%&0.4% | 11 | -13%&-17%
- O=C(C1CCN(S(=O)(=O)c2cccs2)CC1)N1CCCCCC1
    -4 | -11 | 12 | 1 | 9 | 0.6 | 0.1% | 2 | -2%
- CCCC/S(C)=N/S(=O)(=O)c1ccc(C)cc1 (centres undefined)
    -3 | -22 | 3 | 1 | -3 | -0.1 | 1.9% | -3 | 7%
- COCc1cc(C)nc(OCC(=O)N/N=C/c2ccccc2)c1C#N
    -1 | -5 | 2 | 9 | 12 | -1.8 | -1.8% | -12 | -8%
- Cn1c(CCNC(=O)c2ccc(F)cc2)nc2ccccc21
    0 | -20 | -2 | 2 | -8 | -0.5 | -1.3% | -1 | -11%
- N[C@@H](Cc1ccc(O)cc1)c1nnc([C@H](CO)NC(=O)C2CCNCC2)o1
    -3 | -12 | -2 | -3 | -3 | 0.4 | 2.4% | nt | -4%
- O=C(c1ccc(OC2CCN(C/C=C/c3ccc(F)cc3)CC2)cc1)N1CCCC1
    -6 | 0 | 17 | 16 | 0 | 0.7 | -0.1% | -15 | -16%
- CC1=CCC(C(=O)O)C(C(=O)O)C1 (centres undefined)
    0 | -4 | -11 | 4 | -11 | 0.3 | 1.4% | -3 | -6%
- CS(=O)(=O)c1ccc(NC(=O)CCN2C(=O)C3CC=CCC3C2=O)cc1 (centres undefined)
    -5 | 2 | -3 | 6 | 3 | 0.4 | 3.1% | -2 | nt
- Cc1ccc2cc(CN(Cc3ccc(F)cc3)Cc3nnnn3C3CCCC3)c(=O)[nH]c2c1
    4 | -6 | -6 | 7 | 17 | -1.1 | -0.5% | 11 | -2%
- Cc1ccc(C)c(NC(=O)c2cc3ccccn3n2)c1
    -1 | -19 | -2 | -2 | 14 | -0.2 | 0.1% | -1 | 2%
- CCOc1ccc(N(C(C)C(=O)Nc2cc(Cl)ccc2OC)S(C)(=O)=O)cc1 (centres undefined)
    -1 | 2 | -3 | 5 | -6 | 0.6 | 2.2% | -16 | -5%
- CCc1ccccc1NC(=O)Cc1cn(C)c2ccccc12
    0&-1 | 7&-14 | -10&-1 | 1&-1 | -2 | -0.1&-1.5 | -0.7%&0.5% | 0 | -17%&0%
- Cc1ccc(Sc2c(C)nn(C(=O)CNS(=O)(=O)c3ccc(F)cc3)c2C)cc1
    -11 | -9 | 9 | 2 | -1 | 0.0 | -0.2% | 0 | -10%
- Cc1cc([N+](=O)[O-])ccc1NC(=O)CCC(=O)N1CCCCCC1
    -2 | -1 | -3 | 2 | 10 | -0.2 | -0.5% | 6 | -12%
- CCCOc1ccc(N2C(=O)CC(SC(=N)N3N=C(c4ccccc4)CC3c3ccccc3)C2=O)cc1 (centres undefined)
    -1 | 7 | 3 | 3 | nt | 1.5 | -0.2% | -1 | -7%
- COc1ccc(/C=C/CN2CCN(CCc3ccccc3)C(CCO)C2)cc1 (centres undefined)
    -4 | 0 | 39* | 6 | -18 | 0.3 | 1.6% | 18 | -9%
- O=C1C2CCCCN2C(=O)N1CCCN1CCN(c2ccc(F)cc2)CC1 (centres undefined)
    -5 | 0 | -1 | 1 | -10 | 0.2 | -1.0% | 12 | 0%

One compound at a time, from the list above. Values in the order: D1 PAM	D1 antagonist	TRHR PAM	D1 ag	D2 PAM	TRHR agonist	RXFP1 ag	RXFP1 antagonist	Apoferritin bind
CCCOc1ccc(N2C(=O)CC(SC(=N)N3N=C(c4ccccc4)CC3c3ccccc3)C2=O)cc1 (centres undefined) in the list: -1	7	3	3	nt	1.5	-0.2%	-1	-7%
CCOc1ccc(N(C(C)C(=O)Nc2cc(Cl)ccc2OC)S(C)(=O)=O)cc1 (centres undefined) in the list: -1	2	-3	5	-6	0.6	2.2%	-16	-5%
Cc1ccc2cc(CN(Cc3ccc(F)cc3)Cc3nnnn3C3CCCC3)c(=O)[nH]c2c1 in the list: 4	-6	-6	7	17	-1.1	-0.5%	11	-2%
Cn1c(CCNC(=O)c2ccc(F)cc2)nc2ccccc21 in the list: 0	-20	-2	2	-8	-0.5	-1.3%	-1	-11%
COc1ccc(/C=C/CN2CCN(CCc3ccccc3)C(CCO)C2)cc1 (centres undefined) in the list: -4	0	39*	6	-18	0.3	1.6%	18	-9%
